Assay outcomes as filed in PubChem.
KCNQ2 block = KCNQ2 channel blockers in CHO-K1 cells – cell-based, FluxOR thallium flux, B-score, primary screen (AID 2156); O88943; 20 min; stronger effect = lower value; B-score at 10 µM; actives 1.1% (n = 310,000);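 active = fluorescence ratio B-score at most minus 3 library SDs, with starting brightness B-score within 2 library SDs, cut at about -5.5 in these data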
Target sequence (O88943 whole entry, looked up): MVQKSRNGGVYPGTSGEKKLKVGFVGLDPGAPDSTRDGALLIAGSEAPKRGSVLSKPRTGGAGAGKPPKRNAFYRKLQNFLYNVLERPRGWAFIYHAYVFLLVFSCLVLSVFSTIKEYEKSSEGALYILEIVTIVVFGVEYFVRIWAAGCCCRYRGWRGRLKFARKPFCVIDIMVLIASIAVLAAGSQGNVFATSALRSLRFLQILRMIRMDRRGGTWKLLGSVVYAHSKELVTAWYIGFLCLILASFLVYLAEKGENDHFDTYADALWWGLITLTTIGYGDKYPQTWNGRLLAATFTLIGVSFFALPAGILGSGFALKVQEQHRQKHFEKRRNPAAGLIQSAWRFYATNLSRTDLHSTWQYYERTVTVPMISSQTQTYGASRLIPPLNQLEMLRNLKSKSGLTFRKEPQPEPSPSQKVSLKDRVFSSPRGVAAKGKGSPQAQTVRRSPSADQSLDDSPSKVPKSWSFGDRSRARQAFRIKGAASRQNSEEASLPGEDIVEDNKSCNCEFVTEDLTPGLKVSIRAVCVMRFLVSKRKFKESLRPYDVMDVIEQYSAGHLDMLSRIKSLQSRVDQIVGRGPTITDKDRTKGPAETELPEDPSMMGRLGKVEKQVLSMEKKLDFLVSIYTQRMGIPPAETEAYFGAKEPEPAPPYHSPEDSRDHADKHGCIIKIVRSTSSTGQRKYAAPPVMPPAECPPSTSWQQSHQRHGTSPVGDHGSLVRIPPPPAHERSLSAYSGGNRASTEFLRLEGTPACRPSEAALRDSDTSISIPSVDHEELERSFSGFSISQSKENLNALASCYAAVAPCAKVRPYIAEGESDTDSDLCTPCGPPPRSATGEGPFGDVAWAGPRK
CHT block = inhibitors of human choline transporter CHT; actives 0.86% (n = 310,000); AID 488975; B-score at 10 µM; CHT-expressing cells, membrane potential dye, choline response; stronger effect = lower value; Q9GZV3;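 active = B-score over 3 SD under the library average, and starting fluorescence ratio not unusually high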;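 note: choline stimulus applied at its EC90 after an EC20 pre-addition; B-score computed on integrated fluorescence ratio after choline addition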
Starred values were filed as active, the others as inactive; i = inactive; . = no result given. Outcome played no part in choosing rows; any-hit rate near 1.9%.

No.	Structure	KCNQ2 block	CHT block
1	O=C1CC(c2cccc(Cl)c2)c2cc3c(cc2N1)CCC3 (stereo not given)	i	i
2	COc1ccc(C(=O)OCC(=O)NC(C)CCc2ccccc2)cc1OC (stereo not given)	i	i
3	O=C1c2ccccc2NC(c2cccc(O)c2)N1c1ccccc1 (stereo not given)	i	i
4	O=C(NCCCn1ccnc1)c1cccc(Cl)c1	i	i
5	COC(=O)C(C)Sc1nc2c(cnn2-c2ccc(Cl)cc2)c(=O)[nH]1 (stereo not given)	i	i
6	O=C(NO)c1ccc(OC(F)F)cc1	i	i
7	CN(C)/C=N/c1sc2c(c1C#N)CCC2	i	i
8	C=CCN(CC=C)C(=O)c1c(OC)cccc1OC	i	i
9	CS(=O)(=O)N(CC(=O)N/N=C/c1cccs1)c1cccc(Cl)c1Cl	i	i
10	CN(C)S(=O)(=O)c1ccc(C(=O)Nc2ccc(CN3CCCC3)cc2)cc1	i	i
11	Oc1ccc(/C=N/N=C/c2ccc(O)cc2)cc1	i	i
12	O=S(=O)(c1ccc2ccccc2c1)N1CCOCC1	i	i
13	Cc1ccc(C(=O)COC(=O)CCC(=O)Nc2cc(Cl)ccc2Cl)cc1[N+](=O)[O-]	i	i
14	Cc1ccc2c(c1)[C@H]1OCC[C@H]1[C@@H](c1ccncc1)N2	i	i
15	CC(=O)Nc1nc(COc2ccc3ccccc3c2)cs1	i	i
16	COC(=O)c1c(O)ccc(Oc2ccccc2)c1C(=O)OC	i	i
17	COc1ccc(-c2nc(C#N)c(N3CCN(C(=O)c4ccco4)CC3)o2)cc1OC	i	i
18	O=C(NCC(c1ccco1)N1CCc2ccccc2C1)C(=O)Nc1ccccc1F (stereo not given)	-6.98*	i
19	CN(c1ccc(C(=O)N2CCc3ccccc3C2)cc1)S(C)(=O)=O	i	i
20	COc1cccc(NC(=O)C(C)(C)C)c1	.	i
21	O=C(O)CCCC(=O)Nc1ccccc1C(=O)N1CCCC1	i	i
22	CN(CC(=O)Nc1ccc(Cl)cc1)C(=O)Cn1[nH]c(=O)c2ccccc2c1=O	i	i
23	CCOC(=O)CSc1nc(-c2cccs2)nc2c1c(=O)n(C)c(=O)n2C	i	i
24	Cn1c2c(c(=O)n(C)c1=O)[C@@]1(C(=O)Nc3ccccc31)C(C#N)=C(N)O2	i	i
25	Cc1onc(-c2ccccc2)c1C(=O)Nc1nnc(-c2ccncc2)s1	i	i
26	O=C(N1CCOCC1)N1CCC(n2nnc3cc(F)ccc32)CC1	i	i
27	O=C(c1cc(-c2ccc3c(c2)OCO3)on1)N1CCN(c2ccc(F)cc2)CC1	i	i
28	CN1CCN(C(=O)CCNC(=O)Cn2cnc3ccccc3c2=O)CC1	i	i
29	O=c1[nH]c(/C=C/c2ccccc2Cl)c([N+](=O)[O-])c(=O)[nH]1	i	i
30	C/C(CC(=O)Nc1cccnc1)=N/NC(=O)COc1ccc(Cl)cc1Br	i	i
31	COC(=O)c1sccc1NC(=O)Nc1ccc(OC)cc1	i	i
32	CCc1cc(=O)oc2c(C)c(OCC(=O)NCC3CCC(C(=O)O)CC3)ccc12 (stereo not given)	i	i
33	COCCCN1CN(S(=O)(=O)c2cccs2)c2nc3ccccc3nc21	i	i
34	O=C(C(Cc1ccccc1)n1cccc1)N1CCc2ccccc21 (stereo not given)	i	i
35	CCC1=Nc2cc(C(=O)NCc3ccco3)ccc2Sc2ccccc21	i	i
36	Oc1ccc(CN2CCN(c3ncccn3)CC2)cc1	i	i
37	Cc1cccc(C(=O)NC2CCN(C(=S)NCc3ccco3)CC2)c1	i	i
38	Cn1nc(C(F)(F)F)c(/C=N/OC(=O)c2ccccc2)c1SCc1ccccc1Cl	i	i
39	O=C(c1ccc(F)c(S(=O)(=O)N2CCOCC2)c1)N(CCc1ccccc1)Cc1ccccc1	i	i
40	CC(C)OC(=O)CSc1nnc(CNc2nc(-c3ccccc3)cs2)n1C	i	i
41	Cc1ccc(NC(=O)c2cc(S(=O)(=O)N3CCCC3)cn2C)cc1	i	i
42	O=C(COC(=O)c1ccc(Cl)c([N+](=O)[O-])c1)NC1CCCC1	i	i
43	Cc1nn2c(-c3ccccc3)c(-c3ccccc3)nc2[nH]c1=O	i	i
44	O=C(CC1S/C(=N/N=C2CCCCCC2)NC1=O)Nc1ccccc1F (stereo not given)	i	.
45	CCN1C(=NCC(C)C)N[C@@H](c2cccc(F)c2)C(C(=O)OC)=C1C	i	i
46	COc1cc(C(F)(F)F)c(C(=O)N(C)Cc2cccc(Cl)c2)cn1	i	i
47	O=C(N/N=C/c1ccc(-n2ccnc2)cc1)c1cccs1	i	i
48	CC(C)CC(=O)Nc1cc(NC(=O)CC(C)C)cc(C(=O)NC(C)(C)C)c1	i	i
49	COc1ccc(-n2c3nc4ccccc4nc3c3c(=N)oc(C)nc32)cc1	i	i
50	Cc1ccnc(SCC(=O)c2ccc(Br)s2)n1	i	i
51	CC1(C)OC(=O)C(=CNCCc2ccc(O)cc2)C(=O)O1	i	i
52	NNC(=O)c1cccc(O)c1	i	i
53	Cc1ccc(NC(=O)c2c(C)nc(Nc3nc4ccccc4o3)nc2C)cc1	i	i
54	CC(=O)c1c(C)[nH]c(C(=O)CN2C(=O)NC(C)(c3ccc4c(c3)OCCO4)C2=O)c1C (stereo not given)	i	i
55	O=C(NCC1CCCC(CNC(=O)N2CCc3ccccc32)C1)N1CCc2ccccc21 (stereo not given)	-5.78*	i
56	COC(=O)c1nn(C23CC4CC(CC(C4)C2)C3)c2c1C(=O)N(c1ccc(F)cc1)C2=O	i	i
57	Cc1onc(-c2c(Cl)cccc2Cl)c1C(=O)NCc1cccs1	i	i
58	CC(=O)Nc1ccc(S(=O)(=O)Nc2ccc(S(=O)(=O)Nc3nccs3)cc2)cc1	i	i
59	CCOc1nc(NCCO)nc(Nc2cc(Cl)ccc2OC)n1	i	i
60	O=C1NC[C@H](Cc2ccccc2)N(CC2CCCCC2)C1=O	i	i

Remaining list, next part
No.	Structure	KCNQ2 block	CHT block
61	CCOC(=O)N1CCN(C(=O)CNC(=O)c2nn(-c3ccc(OC)cc3)c(=O)c3ccccc23)CC1	i	i
62	CCOc1ccccc1NC(=O)Cc1cccs1	i	i
63	O=C(Cc1ccc(NC2=NC3CS(=O)(=O)CC3S2)cc1)N1CCN(c2ccc(F)cc2)CC1 (stereo not given)	i	i
64	CNC(=O)CSc1nc(-c2ccccc2)c(-c2ccccc2)[nH]1	i	i
65	Cc1ccc(S(=O)(=O)NN2C(=O)c3ccccc3NC2C)cc1 (stereo not given)	i	i
66	Cc1cccc(/C=N/NC(=O)c2ccc(F)cc2)n1	i	i
67	CS(=O)(=O)Nc1ccc2c(c1)nc1n2CCOC1	i	i
68	CC(=O)c1cccc(NC(=O)/C(=C\c2ccco2)NC(=O)c2ccco2)c1	i	i
69	O=C(CCS(=O)(=O)c1cccc2nonc12)NCCc1ccccc1Cl	i	i
70	CCCCn1c(-c2cccs2)nc2oc3ccccc3c(=O)c2c1=O	i	i
71	CCCCn1c(N)c(N(CC(C)C)C(=O)CSCc2c(C)noc2C)c(=O)[nH]c1=O	i	i
72	CS(=O)(=O)N1CCc2cc(S(=O)(=O)Nc3ccc4c(c3)OCCO4)ccc21	i	i
73	CC(C)N(CC(=O)Nc1ccc(Cl)cc1C(F)(F)F)C(=O)CCl	i	i
74	COCc1nnc(NC(=O)c2cccc(NC(=O)C(C)C)c2)s1	i	i
75	COc1ccc(/C=N/NC(=O)C(=O)NCc2cccnc2)cc1OC	i	i
76	COc1ccc(OCC(=O)Nc2ccccc2C(=O)N2CCCC2)cc1	i	i
77	Cc1c(NC(=O)CN2C(=O)C(=O)c3ccccc32)c(=O)n(-c2ccccc2)n1C	i	i
78	CCc1nonc1NC(=O)c1oc2cc(C)c(Cl)cc2c1C	i	i
79	O=C(NCCCN1CCOCC1)c1cccc(NC(=O)c2ccccc2)c1	i	i
80	CCN(CC)CCNC(=O)Cc1c(C(=O)O)n(CC)c2ccccc12	i	i
81	CCc1ccc(NC(=O)Cn2c(=O)c3cccn3c3ccccc32)cc1	i	i
82	CCn1c(CNC(=O)COc2ccc(C(C)C)cc2)nnc1SCC(=O)Nc1cc(F)ccc1C	i	i
83	Cc1ccc(N=C2NC(=O)S/C2=C\c2ccco2)cc1	i	i
84	CCn1c(C(C)NC(=O)c2cccc(C)c2)nc2ccccc21 (stereo not given)	i	i
85	Nc1c(Cl)cnc(C(Cl)(Cl)Cl)c1Cl	i	i
86	CC1CC(C)CN(C(=O)CCC(=O)Nc2nnc(C(C)C)s2)C1 (stereo not given)	i	i
87	Cc1ccc(S(=O)(=O)NCC(=O)N2CCOCCOCCOCCOCC2)cc1	i	i
88	COc1cc(SC)ccc1C(=O)Nc1ncc(C)s1	i	i
89	Nc1c2c(nc3ccn(-c4ccccc4)c(=O)c13)CCCCC2	i	i
90	O=C1/C(=C/c2ccco2)Oc2c1ccc(O)c2CN1CCCCC1	i	i
91	COc1ccc(/C=C2\SC(=S)N(CC(=O)Nc3nnc(C)s3)C2=O)cc1	i	i
92	O=C(OC1CCOC1=O)c1cc(-c2ccc(Cl)cc2)nc2ccccc12 (stereo not given)	i	i
93	CN(C)c1nnnn1-c1ccccc1Oc1ncc(C(F)(F)F)cc1Cl	i	i
94	O=C(NCc1ccccc1)C(C(=O)c1ccc(F)cc1)n1ccccc1=O (stereo not given)	i	i
95	CCOc1ccccc1OCCCOc1ccc([N+](=O)[O-])cc1Cl	i	i
96	COc1ccc(S(=O)(=O)N2CCC(C(=O)NC3CC3)CC2)cc1Cl	i	i
97	CCOC(=O)CN1C(=O)N(c2ccccc2OC)S(=O)(=O)c2ccccc21	i	i
98	COCCNc1nc(-c2cc(-c3ccccc3)on2)cc(C(C)C)n1	i	i
99	CC(OC(=O)Cn1cnc2ccccc2c1=O)C(=O)N(C)c1ccccc1 (stereo not given)	i	i
100	O=C(Cc1ccc(Br)cc1)N/N=C/c1cccnc1	i	i
101	Cc1ccc2cc3cc(C(=O)NCCCN4CC(C)CC(C)C4)oc3nc2c1 (stereo not given)	i	i
102	CCCCCc1c2c(cc(O)c1C(=O)O)OC(=O)c1c(cc(OC)cc1C(=O)CCCC)O2	-6.67*	-5.33*
103	Cn1c(=N)n(CC(=O)c2cccs2)c2ccccc21	i	i
104	O=C(CNC(=S)N(Cc1ccccc1)Cc1cccnc1)NC1CCCC1	i	i
105	CCN(Cc1ccccc1)Cc1nc(CCc2ccccc2)no1	i	i
106	CCOC(=O)C1CCN(C(=O)c2cc3c(ccc4ccccc43)o2)CC1	i	i
107	CCC1=C(C)CN(C(=O)NCCc2ccc(S(=O)(=O)NC(=O)NC3CCC(C)CC3)cc2)C1=O (stereo not given)	i	i
108	O=C(Nc1cccc([N+](=O)[O-])c1)Nc1cccs1	i	i
109	CSc1ccc(S(=O)(=O)NCc2ccccc2)cc1	i	i
110	Oc1ccccc1-n1nc2ccc3nonc3c2n1	i	i
111	CCCCn1c(SCc2nc(N)nc(Nc3ccccc3C)n2)nc2ccccc2c1=O	i	i
112	O=C1c2ccccc2C(=O)N1CCCCON1C(=O)c2ccccc2C1=O	i	i
113	O=C(c1ccccc1Br)N1CCc2c([nH]c3ccccc23)C1	i	i
114	COCCNC(=O)C(=O)Nc1cc2c3c(c1)C(C)C(=O)N3CCC2 (stereo not given)	i	i
115	COc1cc(C(=O)Nc2ccc(O)cc2)ccc1OC(C)=O	i	i
116	C=C(C(=O)c1ccccc1)C(C)CC(=O)c1ccccc1 (stereo not given)	i	i
117	CCOC(=O)c1ccccc1NC(=O)COC(=O)c1ccccc1C(=O)N(C)c1ccccc1	i	i
118	C/C(CC(=O)Nc1ccc(N(C)C)cc1)=N\NC(=O)c1ccc(Cl)cc1Cl	i	i
119	CCN(CC)CCNC(=O)c1ccc(NC(=O)c2c(F)cccc2Cl)cc1	i	i
120	CCCOc1cccc(C(=O)N2CCN(C(=O)C3CCCO3)CC2)c1 (stereo not given)	i	i

Among those listed so far, 3 contain a cyano group.
No.	Structure	KCNQ2 block	CHT block
7	CN(C)/C=N/c1sc2c(c1C#N)CCC2	i	i
17	COc1ccc(-c2nc(C#N)c(N3CCN(C(=O)c4ccco4)CC3)o2)cc1OC	i	i
24	Cn1c2c(c(=O)n(C)c1=O)[C@@]1(C(=O)Nc3ccccc31)C(C#N)=C(N)O2	i	i

Back to the main list, repeating the two entries before the break.
No.	Structure	KCNQ2 block	CHT block
119	CCN(CC)CCNC(=O)c1ccc(NC(=O)c2c(F)cccc2Cl)cc1	i	i
120	CCCOc1cccc(C(=O)N2CCN(C(=O)C3CCCO3)CC2)c1 (stereo not given)	i	i
121	COC(=O)c1ccccc1NC(=O)c1ccc(-c2ccc(Br)cc2)o1	i	i
122	O=C(Cc1cccs1)Nc1nnc(Cc2ccc(F)cc2)s1	i	.
123	Cc1nc2sccn2c(=O)c1S(=O)(=O)N1CCN(c2ccccc2)CC1	i	i
124	CCNC(=S)N1CCN(S(=O)(=O)c2ccc(C)cc2)CC1	i	i
125	Cn1c(=O)c2[nH]c(-c3ccccc3Cl)c(O)c2n(C)c1=O	i	i
126	O=C(Cn1c(NCCCO)nc2ccccc21)c1ccc(Cl)cc1Cl	i	i
127	Cc1cc(C)nc(N2CCN(C(=O)c3ccc(S(=O)(=O)N4CCCCCC4)cc3)CC2)n1	i	i
128	COc1ccc(NC(=O)Nc2c(SC)nsc2SC)cc1	i	i
129	COc1cc(C=O)ccc1OCCCOc1ccccc1[N+](=O)[O-]	i	i
130	CC1(C)C2CCC1(CS(=O)(=O)Nc1ccc(S(=O)(=O)NC3CCCCC3)cc1)C(=O)C2 (stereo not given)	i	i
131	Cc1cccc(N2CCN(C(=O)c3cc(COc4ccc(F)c(F)c4)on3)CC2)n1	i	i
132	COc1cc(CN(CCc2c(C)[nH]c3ccc(C)cc23)C(=S)NC(C)(C)C)cc(OC)c1OC	i	i
